# PMI inhibitors: inhibitors of human PMI, primary screen, biochemical, fluorescence intensity, coupled assay (AID 1209); purified PMI enzyme, coupled fluorescence intensity; higher % means a stronger effect; hit rate 0.42% among 190,000; Mannose-6-phosphate isomerase (Homo sapiens); inhibition, % at 20 µM; hits with a dose series show IC50 in µM;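 note: plate controls were DMSO vehicle for no effect and wells lacking substrate for full effect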
# P. falciparum M17LAP: P. falciparum M17LAP inhibitors, primary screen, biochemical, fluorogenic H-Leu-NHMec substrate, 1536-well (AID 1619); recombinant M17LAP, H-Leu-NHMec fluorogenic kinetic assay; higher % means a stronger effect; inhibition, % at 30 µM, or IC50 in µM where a hit was titrated; hit rate 0.38% among 220,000;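 active = compound inhibiting the enzyme by more than half at any dose during confirmatory dose-response retesting; inconclusive = strong single-dose inhibitors picked by rank but not retested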;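 note: plate controls were full reaction with DMSO carrier for no effect and no enzyme background for full effect; strong numbers were not always called active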
# West Nile virus CPE: West Nile virus antiviral activity, cell-based, CPE readout (AID 1621); West Nile virus-infected cells, CPE inhibition; higher % means a stronger effect; CPE inhibition, % at 10 µM, or IC50 in µM where a hit was titrated; hit rate 0.02% among 290,000; in the data active = a potency from the dose series; inconclusive = CPE inhibition mostly from about 3.7% at the one dose, without a potency; inactive = the rest, 99 in 100 with CPE inhibition below about 2.2%; note: strong numbers were not always called active
# K1F lysis inhibition: inhibition of K1F phage lysis, E. coli UTI89, bacterial capsule biogenesis inhibitors, alamar blue (AID 488966); inhibition, % at 100 µM; hits with a dose series show IC50 in µM; E. coli UTI89 K1F phage lysis, alamar blue, 2 h; higher % means a stronger effect; hit rate 0.02% among 340,000;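 active = phage lysis inhibition, versus mean bacterial control, above a set limit; inconclusive = no clear call, values can overlap the other calls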;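 note: capsule biogenesis inhibitors block K1F phage lysis so surviving cells raise fluorescence; higher fluorescence means more inhibition of phage lysis; actives were called in the ten point dose series up to 300 µM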
# RSV antiviral HEp-2: RSV antiviral activity via CPE protection, HEp-2 cells, primary 10 µM value included (AID 2391) | HEp-2 cells, RSV-induced CPE inhibition; higher % means a stronger effect | hit rate 0.13% among 310,000 | one-dose CPE inhibition, % at 10 µM; IC50 in µM for titrated hits; in the data active = a potency from the dose series; inconclusive = CPE inhibition mostly from about 23% at the one dose, without a potency; inactive = the rest, 99 in 100 with CPE inhibition below about 21%; note: strong numbers were not always called active
# T cell modulator: modulators of CD8 T cell-vesicle binding, primary screen, mouse 2C CD8+ T cells, flow cytometry; 2C CD8+ T cell-vesicle binding; hits give low values; calls only at 7 µM; hit rate 0.068% among 330,000;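 active = response, share of CD8 T cells binding vesicles, and their 90th percentile fluorescence all below set limits, cut at about 80% in these data, passing the limit was not always enough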
#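 Benchmarks: naked versus QL9-loaded vesicles / Assay system: purified 2C TCR transgenic mouse naive CD8+ T cells / Technique: high-throughput flow cytometry with anti-B7-1 and anti-CD8 staining / Timing: Cell–vesicle co-incubation 1.5 h at 37 °C, staining 20 min on ice / Read-out: percent CD8+ FL2 mean versus row control / Probe or stimulus: QL9-loaded Drosophila micro-vesicles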
# M1AAP inhibition: P. falciparum M1AAP inhibitors, biochemical, fluorogenic H-Leu-NHMec substrate, 1536-well (AID 1445); recombinant M1AAP, H-Leu-NHMec fluorogenic kinetic assay; higher % means a stronger effect; hit rate 0.42% among 220,000; one-dose inhibition, % at 30 µM; IC50 in µM for titrated hits; Aminopeptidase N (Plasmodium falciparum (isolate 3D7));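 active = primary inhibition above the hit cutoff, then over 50% inhibition at one or more dose response concentrations, cut at about 23% in these data, passing the limit was not always enough; inconclusive = conflicting primary data, or primary hits not chosen for dose response; inactive = low primary inhibition, or under 50% at every dose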;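 note: plate controls were DMSO full reaction for no effect and no enzyme background for full effect; strong numbers were not always called active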
# TNAP activators: human TNAP enzyme activators, primary screen, biochemical, luminescent, no phosphate acceptor, uHTS (AID 1001); Alkaline phosphatase, tissue-nonspecific isozyme (Homo sapiens); purified TNAP, luminescent activation assay, no phosphate acceptor; higher activation fold means a stronger effect; one-dose activation fold at 20 µM; EC50 in µM for titrated hits; hit rate 0.03% among 200,000; in the data active = activation fold from about 3, or a potency from the dose series; inactive = the rest, 99 in 100 with activation fold below about 1.6; note: many of its hits are not listed in these tables
# PMI inhibition: human PMI inhibitors, high substrate, primary screen, biochemical, fluorescence intensity, high mannose 6-phosphate (AID 1220). inhibition, % at 20 µM; hits with a dose series show IC50 in µM. hit rate 0.66% among 190,000. recombinant PMI enzyme, coupled fluorescence intensity; higher % means a stronger effect. Mannose-6-phosphate isomerase (Homo sapiens)
# T cell modulator vesicle-bound %: recorded beside T cell modulator, whose call it bears; double positive events, %; measured here: CD8+ vesicle-bound cell fraction;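 binding gate set so that unloaded-vesicle control wells show 10% double positive cells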
# * hit, by the source's call; i = inactive; ? = inconclusive; . = not tested or not shown; [ ] = another dose, or the depositor's remark. Cut-off read from the data, not from the text of the source, unless noted: active = inhibition above about 50%; inactive = the rest.
# Results follow in this order: PMI inhibitors, P. falciparum M17LAP, West Nile virus CPE, K1F lysis inhibition, RSV antiviral HEp-2, T cell modulator, T cell modulator vesicle-bound %, M1AAP inhibition, TNAP activators, PMI inhibition
COCCN(Cc1ccco1)C(=O)Cn1ncc2c(=O)oc3ccccc3c21
 : ., 8%, 0.4%, -0.1%, 1.4%, i, 36, 9%, ., .
CC1CCCN(Cc2nc3c(c(=O)n(C)c(=O)n3C)n2CC(N)=O)C1 (stereo not drawn)
 : -14%, 8%, -0.2%, 0.4%, 0.1%, i, 42, 1%, 1, -5%
CC1CC(C)CN(CC(O)COCc2ccccc2)C1 (stereo not drawn)
 : ., ., -0.9%, 1.0%, 0.8%, i, 61, ., ., .
COC(=O)c1nnn(-c2nonc2N)c1CSc1nc2ccccc2s1
 : 20%, 10%, 0.1%, 4.7%[50 µM], 9.2%, i, 47, 17%, 1, 13%
COc1ccc(C2C(C#N)=C(N)Oc3cc(O)ccc32)cc1Cl (stereo not drawn)
 : ., ., 0.4%, 0.4%, 6.5%, i, 44, ., ., .
COc1ccc(C2=NN3C(C2)c2ccccc2OC32C(=O)N(C)c3ccccc32)cc1 (stereo not drawn)
 : 25%, 4%, ., 0.2%, 1.9%, i, 34, 1%, 0.9, 15%
Cc1ccc(C)c(NC(=O)N2CCc3ccccc3C2)c1
 : ., ., 0.5%, -0.1%, 1.3%, i, 64, ., ., .
CC(=O)c1sc(N/N=C2\CC3CC2C(C)C3(C)C)nc1C (stereo not drawn)
 : -7%, 1%, 0.1%, 1.9%, -0.5%, i, 41, 0%, 1, -8%
CN1CCN(C(=O)c2ccc(C(F)(F)F)cc2)CC1
 : -2%, -4%, 0.0%, 0.3%, 0.4%, i, 2, -1%, 1.1, -3%
Cc1cccnc1NC(N)=S
 : 1%, -1%, 0.0%, 5.1%, 2.9%, i, 32, 8%, 1, -9%
N#CC1(c2nc3ccccc3[nH]2)CC1c1ccc2c(c1)OCO2 (stereo not drawn)
 : 3%, 2%, -0.9%, 0.0%, 2.4%, i, 6, 4%, 1.1, 0%
Oc1c(/C=N/c2ncn[nH]2)ccc2ccccc12
 : 15%, 10%, 0.9%, -0.1%, 4.7%, i, 24, 6%, 1.1, 40%
CNC(=O)CSc1nnc(-c2ccncc2)n1Cc1ccccc1
 : 11%, 5%, 0.0%, 0.3%, 0.7%, i, 31, -4%, 1.1, 12%
Cc1cc2c(cc(C(=O)N3CCC(C(=O)N4CCCC4)CC3)n2Cc2c(F)cccc2Cl)o1
 : 6%, 5%, -0.5%, 5.2%, -0.4%, i, 33, 6%, 1.2, 12%
O=[N+]([O-])c1ccc(/C=N/n2c(-c3ccccc3)n[nH]c2=S)cc1
 : ., ., 0.8%, -0.2%, 1.5%, i, 63, ., ., .
COc1cc(C)c(C(=O)CSc2nnc(CNC(=O)c3ccco3)n2C)cc1C
 : ., ., 0.4%, 1.4%, 0.4%, i, 34, ., ., .
CCOC(=O)CN1CCc2c(C)nc3c(-c4ccc(OC)c(OC)c4)cnn3c21
 : 20%, -4%, 0.5%, 0.3%, 3.3%, i, 45, 13%, 1, 18%
CCn1c(SCC(=O)N2CCOCC2)nnc1C(C)NC(=O)c1ccccc1 (stereo not drawn)
 : ., ., 1.0%, 0.7%[50 µM], 0.0%, i, 0, ., ., .
O=C(CCN1C(=O)C2C3C=CC(C3)C2C1=O)N1CC(=O)N(CCc2ccccc2)C(=O)C1 (stereo not drawn)
 : 5%, 7%, 0.5%, -0.1%, 2.1%, i, 14, 5%, 1.1, -1%
CCOc1ccccc1C(=O)Nc1nnc(SCC(=O)N2CCOCC2)s1
 : 6%, 1%, 1.0%, -0.1%, 1.1%, i, 22, 2%, 1.1, 6%
O=C(CN1CCN(c2ccc(O)cc2)CC1)NC(c1ccccc1)c1ccccc1
 : 33%, -6%, -0.7%, 0.7%, -0.3%, i, 50, 3%, 1.1, 64%*
Cc1ccccc1/C=N\NC(=O)c1ccccc1-n1cccc1
 : 1%, 3%, -0.2%, 0.1%, 3.1%, i, 30, 3%, 1, 16%
Cc1ccn2c(c1)nc(=S)n2C(=O)c1ccccc1
 : -3%, -11%, 0.8%, 2.8%, 1.1%, i, 36, 1%, 1, 1%
OCCCNCc1ccc(Cl)cc1Cl
 : -1%, -7%, 0.2%, -1.5%, -2.3%, i, 70, -4%, 1, 7%
CCOc1ccc(NC2C=CS(=O)(=O)C2)cc1 (stereo not drawn)
 : -20%, 1%, -0.5%, 0.4%, -0.6%, i, 22, 9%, 1.1, -5%
O=C(Oc1ccc(C(=S)N2CCOCC2)cc1)c1ccc([N+](=O)[O-])cc1
 : ., ., 0.0%, -0.2%, 1.5%, i, 51, ., ., .
COc1ccc(C=NCCC2(O)CC(C)N(C)CC2C)cc1 (stereo not drawn)
 : 4%, 0%, 0.1%, 1.9%, 1.0%, i, 51, 1%, 1.1, 4%
COc1cccc(/C=C/C(=O)OCC(=O)c2cc(C)n(CC3CCCO3)c2C)c1OC (stereo not drawn)
 : 10%, 11%, -0.5%, -0.3%, 3.9%, i, 51, 19%, 1.1, 5%
O=C(c1ccc(Cl)c(S(=O)(=O)N2CCCCCC2)c1)N1CCN(c2ccccn2)CC1
 : 11%, -9%, -0.8%, -1.2%, ., i, 29, 3%, 1.1, 5%
CSc1nc(-c2ccco2)nn1C(=O)c1ccccc1Cl
 : ., -11%, 0.2%, 0.2%, ., ., ., 2%, ., .
Cc1nn(CC(=O)O)c2ccccc12
 : 9%, 6%, 0.1%, 2.3%, 0.2%, i, 10, 5%, 1.1, 9%
CCOCC(=O)Nc1nc(C)cc(C)n1
 : -3%, 2%, 0.1%, 0.5%, 1.9%, i, 61, -4%, 1, 10%
Cc1cccc(C(=O)NC(=S)N2CCN(C)CC2)c1
 : 2%, -7%, -0.3%, 3.9%, -0.3%, i, 28, 1%, 1.1, -1%
Cc1ccc(OCC(=O)n2nc(C)cc2C)c(C)c1
 : 6%, -15%, -0.6%, 1.0%, 2.5%, i, 35, -2%, 1.1, 22%
COc1ccc(NC(=O)c2ccco2)c([N+](=O)[O-])c1
 : 4%, 11%, -0.6%, 0.0%, 16%, i, 43, 0%, 1.1, -6%
Cc1cc(NCc2ccco2)nc(N2CCC(C(=O)NC3CCCCC3)CC2)n1
 : 12%, 6%, -1.2%, -0.9%, -1.0%, i, 38, 6%, 1, 13%
Cc1ccc(-c2nc(CN(C)Cc3ccc4nccnc4c3)c(C)o2)s1
 : 3%, 0%, -0.8%, -0.2%, 0.1%, i, 4, -2%, 1, 1%
COc1cccc(N(C(=O)c2snc(C(N)=O)c2N)C(C(=O)NCC2CCCO2)c2ccc3ncccc3c2)c1 (stereo not drawn)
 : ., ., 0.3%, -0.1%, ?, i, 37, ., ., .
C=CCn1c(=O)[nH]c2nc3cc(N=CN(C)C)c(C)cc3nc2c1=O
 : ., -5%, 0.4%, -0.1%, -1.5%, i, 27, 3%, ., .
Cc1ccc(S(=O)(=O)/N=C2/C=C(C3C(=O)CC(C)(C)CC3=O)C(=O)c3ccccc32)cc1
 : 10%, 29%, 0.3%, 0.8%, -0.7%, i, 53, 34µM*, 1, -4%
O=C(CSc1nnc(-c2ccncc2)n1Cc1ccco1)c1ccc(Cl)cc1
 : -10%, 32%, 1.2%, 2.9%, -0.3%, i, 22, 5%, 1, -36%
CSC1=NCCN1C(=O)c1c(-c2ccccc2Cl)noc1C
 : -4%, -10%, -0.3%, -0.4%, 0.8%, i, 23, 8%, 1.1, -5%
CCN1CCN(c2nc(N)c([N+](=O)[O-])c(Nc3ccc(C)c(C)c3)n2)CC1
 : -5%, 8%, -0.2%, -1.9%, 1.7%, i, 3, 6%, 1.1, -6%
COCCNC(=O)Cn1cc2c(n1)CCC(C)C2 (stereo not drawn)
 : 6%, 3%, 0.0%, 4.4%, -0.1%, i, 42, -2%, 1.2, 4%
COc1ccc(Br)cc1CNC(=O)C1CCN(S(=O)(=O)N2CCCCC2)CC1
 : -12%, -6%, -0.6%, -0.1%, 4.0%, i, 20, 8%, 1, -8%
Cc1ccc(OCCCCN2CCCC(C)C2)c([N+](=O)[O-])c1 (stereo not drawn)
 : 14%, 0%, -0.8%, 0.0%, -3.0%, i, 55, 1%, 1.2, 10%
Cn1c(-c2ccc(F)cc2)cnc1SCC(=O)N1CCCCC1
 : -6%, 10%, -0.4%, 0.1%, 0.7%, i, 39, -3%, 1, -8%
COC(=O)c1cc(Br)c(N)cc1OC
 : 1%, -8%, 0.1%, 0.1%, 3.3%, i, 46, -7%, 1.2, -5%
CC(C)(C)NC(=O)NC(=O)CSc1nnc2ccccn12
 : 6%, -7%, -0.1%, 1.5%, 0.2%, i, 29, -1%, 1, 6%
NC(=O)NC(=O)CC1S/C(=N/N=C2/NC(=O)CS2)NC1=O (stereo not drawn)
 : 11%, 10%, -0.4%, 0.4%, 0.7%, i, 26, -3%, 0.9, 25%

# Next part
# Results follow in this order: PMI inhibitors, P. falciparum M17LAP, West Nile virus CPE, K1F lysis inhibition, RSV antiviral HEp-2, T cell modulator, T cell modulator vesicle-bound %, M1AAP inhibition, TNAP activators, PMI inhibition
Cc1cc(OCC(=O)N(C)c2ccccc2)cc2c1C(=O)CC(C)(C)O2
 : ., -5%, -0.7%, i, 1.2%, i, 41, 4%, ., .
CC(=O)c1cccc(NC(=O)/C=C/c2ccc([N+](=O)[O-])s2)c1
 : -1%, -2%, 3.3%, -0.2%, ., ., ., -2%, 1.1, 6%
Cc1ccc(S(=O)(=O)CCC(=O)OCC(=O)c2c(N)n(CC(C)C)c(=O)n(C)c2=O)cc1
 : ., ., 1.4%, 0.0%, 12%, i, 58, ., ., .
CCn1c(CNC(=O)c2ccccc2F)nnc1SCCOc1ccccc1
 : 1%, -2%, 0.2%, 0.2%, 1.0%, i, 31, -1%, 0.9, 4%
O=C(Cc1ccccc1F)NCC1(N2CCOCC2)CCCCC1
 : ., -1%, 0.5%, 0.2%[50 µM], 0.3%, i, 48, 2%, ., .
Cc1cc2ncn(C(=O)N3CCC(C)CC3)c2cc1C
 : 2%, -1%, 0.3%, 0.6%, -0.2%, i, 19, 7%, 1.1, 1%
N#Cc1cc(Sc2ccccn2)c(Sc2ccccn2)cc1C#N
 : -16%, -2%, 0.2%, 1.6%, 2.1%, i, 59, 5%, 1.1, -8%

# Bioassay records: PubChem BioAssay, several laboratories
